# Source: PubChem (Broad Institute)
# ARNT-TACC3 inh: disruptors of human ARNT/TACC3 interaction | Q9Y6A5 | AlphaScreen His-ARNT PAS-B/GST-TACC3 binding, luminescence; TACC3 fragment carries E629A point mutation | AID 623870 | hit rate 0.66% among 390,000 | inhibition, % at 9.99 µM;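 active = mean inhibition of replicates at least 50% and at least half of replicates each reaching 50%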;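 also: 0% = complete ARNT plus TACC3 wells and 100% = ARNT alone without TACC3; many hits fall short of the cut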
# PAX8 inh HTS: inhibitors of PAX8 transcriptional activity in RMG-I cells | RMG-I TPO-luciferase reporter, SteadyGlo, 24 h | inhibition, % at 12.6 µM | hit rate 1.2% among 360,000 | AID 652154;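 active = mean replicate inhibition at least 60% with every replicate also reaching 60%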;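 also: luciferase light reporting Pax8 driven TPO promoter activity; plate controls were median of neutral control wells for no effect and mitoxantrone controls for full effect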
# LGR2 antag: inhibitors of bursicon-induced Drosophila LGR2 receptor cAMP signaling | HEK293 LGR2, CRE-luciferase, bursicon-stimulated, 4 h | inhibition, % at 9.99 µM | hit rate 0.35% among 380,000 | AID 720647;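 active = drop in luminescence signal, shown as inhibition above about 50% in the replicate tests, limit read from the data, passing the limit was not always enough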;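 also: agonist challenge used bursicon conditioned medium at about half maximal strength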
# Cneo AK release: causes C. neoformans cell lysis | adenylate kinase release luminescence, 4 h; normalised: neutral wells 0, clomiphene wells 100 | lysis activity, % at 15 µM | hit rate 0.2% among 360,000;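 active = mean lysis activity across replicates of at least 80%, whatever share of replicates individually reach that level; inactive = mean lysis activity below 80%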
#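 read-out = cell lysis signal | test system = log-phase Cryptococcus neoformans yeast cells | input = cells at 5 × 10^6 per mL | medium = fresh YPD growth medium | signal = luminescent adenylate kinase detection reagent | timing = 4 h at 37 °C static, read 1 h later | dosing = single dose | controls = Clomiphene as positive lysis control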
# INS-1E GSIS act: primary screen for activators of insulin secretion dependent on glucose, INS-1E cells, GLuc reporter luminescence; INS-1E GLuc reporter insulin secretion, 2-3 h; activation, % at 16.6 µM; hit rate 0.61% among 370,000;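 active = lowest replicate activation of at least 40%, so every replicate reaches that level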;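 also: 0% = median of neutral control wells and 100% = median of IBMX positive control wells; some compounds called inactive have numbers as strong as hits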
# PglD inh: PglD (C. jejuni) enzyme inhibition. purified PglD enzyme, DTNB colorimetric CoA detection. inhibition, % at 12.5 µM. hit rate 0.098% among 360,000; in the data active = inhibition above about 16%, passing the limit was not always enough; also: strong numbers were not always called active
# PGC1a acetyl inh: lowers PGC1a acetylation signal in U2OS cells; AlphaScreen anti-acetyl-lysine; with virally co-expressed GCN5 acetyltransferase; hit rate 0.17% among 350,000; AID 651687; inhibition, % at 15.6 µM;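 active = every replicate shows inhibition of at least 40%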;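 also: 0% = neutral control wells and 100% = positive control wells; some results beyond the cut were filed as inactive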
# Statin myotox sup: protects C2C12 myotubes from simvastatin toxicity. ATP luminescence, 48 h; scaled: DMSO 0, geranylgeraniol control 100. hit rate 0.78% among 330,000. rescue of ATP level, % at 7.49 µM;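 active = mean ATP rescue above about 67%, or every replicate alone reaching that limit, limit read from the data, passing the limit was not always enough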;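 also: myotubes were challenged with 10 µM simvastatin during compound exposure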
# An asterisk follows results filed as active; x = not tested or not shown; & = joins results of further samples.
SMILES,ARNT-TACC3 inh,PAX8 inh HTS,LGR2 antag,Cneo AK release,INS-1E GSIS act,PglD inh,PGC1a acetyl inh,Statin myotox sup
Fc1cc(Br)ccc1NC(=S)Nc1cccnc1,2,-3,-14,2,11,-8,x,-1
CCNC(=O)c1cc2c(c(-c3cccc(-c4cccnc4)c3)n1)[C@H](CCO)N(S(C)(=O)=O)C2,x,40,1&-11,x,10&12,x,-1,x
COCc1c(C(=O)N/N=C\c2cccnc2)nnn1-c1nonc1N,x,12,-7,0,0,3,x,8
COc1ccc(C(=O)C2CCN(C(=S)Nc3ccc(F)cc3)CC2)cc1,-4,13,19,x,-4,x,-7,x
CCOc1ccc(N2C(=O)CC(N(O)c3ccccc3)C2=O)cc1 (stereo unspecified),-3,-76,x,-2,x,2,0,x
O=C(CN1C(=O)NC2(CCc3ccccc32)C1=O)c1cccs1 (stereo unspecified),-9,6,-6,-1,-6,-4,11,-3
NC(=O)C1(C(=O)O)OC1(c1ccc(Cl)cc1)c1ccccc1Cl (stereo unspecified),-2,5,-7,5,x,-2,4,4
CCOC(=O)c1nc(C)n(-c2ccc([N+](=O)[O-])cc2)n1,4,-10,3,0,-9,-1,-9,2
CCN1CCN(c2ccc(S(=O)(=O)N3CCCCC3)cc2NC(=O)Cc2c(Cl)cccc2Cl)CC1,-12,12,4,7,-8,3,x,-24
Cc1ncc([N+](=O)[O-])n1CC(=O)N/N=C/c1ccc(F)cc1,-1,-6,-26,-2,-3,1,x,9
Cc1cccc(C)c1NC(=O)CSC(=S)N1CCCC1,5,7,-3,x,5,x,x,x
Cc1nn(C)cc1S(=O)(=O)N1CCCCC1C (stereo unspecified),2,-1,4,-1,-2,1,1,x
C[C@@H]1CN([C@H](C)CO)C(=O)c2cc(NC(=O)Nc3ccc(C(F)(F)F)cc3)ccc2O[C@H]1CN(C)Cc1ccc(-c2ccccc2)cc1,-3,x,-1,-3,2,1,7,x
NC(=O)C1CCN(c2cc(Cl)nc(N)n2)CC1,-17,-7,2,x,17,x,-5,x
CC1(C)C2CCC13CS(=O)(=O)N[C@@H]3C2 (stereo partly specified),x,16,x,-2,x,-2,3,x
C[C@@H]1CCCCO[C@H](CN(C)Cc2ccc(C(F)(F)F)cc2)[C@@H](C)CN([C@H](C)CO)C(=O)c2cc(NC(=O)CCCN(C)C)ccc2O1,-5,x,-15,6,6,1,12,x
CCSC1=C(C#N)C(c2ccc3c(c2)OCO3)C2=C(CCCC2=O)N1 (stereo unspecified),4,x,3,x,2,x,-20,x
CCOCCCNC(=O)C1CCCN1C(=O)Nc1ccccc1[N+](=O)[O-] (stereo unspecified),-1,-5,1,2,11,-2,7,3
CC1CC(C)(C)N(C(=O)CN2CCN(C)CC2)c2ccccc21 (stereo unspecified),-5,-15,25,2,0,0,20,0
CCOC(=O)C1=CNS(=O)(=O)NC1c1cccc(O)c1 (stereo unspecified),-5,0,5,2,-13,6,x,3
O=C(C[C@@H]1CC[C@@H](NC(=O)CC2CC2)[C@@H](CO)O1)NCc1ccc(Cl)cc1,-1,2,-16,1,-1,-7,14,-9
Fc1cnc(N2CCOCC2)nc1NCc1ccccc1,-4,x,25,0,1,-1,-5,-2
CCOc1ccc(N/C=C/C(=O)c2ccccc2)cc1,5,-37,70*,-1,-6,0,-9,-4
COC(=O)c1sc(N)c(C(=O)OC)c1COC(=O)CNS(=O)(=O)c1ccc(C)c(C)c1,1,-2,5,8,32,6,-20,x
CCc1cccc(C)c1NC(=O)C(c1ccccc1)N1CCC1=O (stereo unspecified),0,x,x,-1,x,-6,8,-9
O=C(c1cc2ncc(Br)cn2n1)N1CCCCC1,-3,-3,12,3,-13,x,0,x
Cc1ccc(NC(=O)COC(=O)Cc2cccs2)cc1S(=O)(=O)N1CCOCC1,-7,-3,-4,-3,12,1,-1,-1
O=C(COc1ccc2c(c1)CCC2)NCc1cccc(Cl)c1,30,-6,-1,x,-19,x,x,x
O=S(=O)(CCC1CCCCN1)c1ccccc1 (stereo unspecified),-8,-3,-1,-1,0,-1,x,-14
COc1ccc(CNC(=O)CCS(=O)(=O)Cc2ccc(C)cc2)c(OC)c1,8,14,-7,x,26,x,-29,x
O=C(NC(Cc1ccc2c(c1)OCO2)C(=O)NC(Cc1ccccc1)C(=O)O)c1ccccc1 (stereo unspecified),-4,-2,x,0,x,-6,4,10
COc1cc(/C=N/NC(=O)Cc2ccccc2)cc(OC)c1OC,-9,-1,2,1,-7,-2,6,34
O=S(=O)(c1cccs1)N1CCCCN2[C@H](CO)[C@@H](c3ccc(Br)cc3)[C@H]2C1,-13,-3,-3,0,-11,-1,-5,-4
C[C@H](CO)N1C[C@H](C)[C@H](CN(C)Cc2ccc(C(=O)O)cc2)Oc2ccc(NC(=O)Nc3ccccc3)cc2CC1=O,-3,-13,0,-1,-3,-2,-6,3
CC1(C(=O)NS(=O)(=O)c2ccc(Cl)cc2)CCN1C(=O)C/C=C/c1ccccc1 (stereo unspecified),x,9,17,-1,1,-6,6,7
O=C(Nc1ccc(N2CCN(C(=O)c3ccco3)CC2)cc1)c1cccs1,10,x,x,-2,x,6,4,-29
COc1cc(/C=C/C(=O)Nc2ccc(N3CCCCC3)c(S(=O)(=O)Nc3ccccc3Cl)c2)cc(OC)c1OC,-2,-6,-5,x,-9,x,x,-7
COc1ccc(OC)c(C(=O)NC(CC(N)=O)c2ccc(N3CCN(c4ccccn4)CC3)c([N+](=O)[O-])c2)c1 (stereo unspecified),6,-31,19,0,x,3,x,8
CCCC#Cc1ccc2c(c1)O[C@@H](CN(C)C(=O)C1CCCCC1)[C@@H](C)CN([C@@H](C)CO)S2(=O)=O,x,x,-7,x,-16,x,3,34
C[C@@H]1CN([C@H](C)CO)C(=O)c2cc(-c3cccc(F)c3)cnc2O[C@@H]1CN(C)Cc1cncnc1,1,x,2,5,25,3,-5,x
CN=C(Nc1cc(C)nn1CCC#N)c1ccc(F)cc1,-1,x,-9,-1,7,5,-10,-17
Cc1ccc(C(=O)CSc2nnc(COc3cc(C)cc(C)c3)o2)cc1,0,6,x,-2,x,4,0,-2
O=C(COC(=O)c1ccc(O)cc1)NCCCc1ccccc1,6,10,x,-1,x,7,3,-5
Cc1ccc2cccc(NC(=O)C(F)(F)F)c2n1,4,x,x,-1,-6,-4,-2,3
COc1ccc(C(=O)Nc2ccccc2C(=O)NCCN2CCOCC2)cc1,-6,x,-9,-2,3,3,-1,8
C[C@H](CO)N1C[C@H](C)[C@H](CN(C)C(=O)Nc2ccccc2)Oc2ncc(C3=CCCC3)cc2C1=O,-4,3,16,0,-19,3,-24,13
Cc1ccc(Nc2nc(N)nc(COC(=O)C3=COCCO3)n2)cc1,x,-178,-78,0,8,-1,1,-4
O=C(c1ccco1)N1CCN(C(=O)c2cccn3c(=O)c4c5c(sc4nc23)CCCC5)CC1,20,-9,7,x,0,x,-1,-2
COc1cc(CCCN2CCNC[C@H]2Cc2ccc(O)cc2)cc(OC)c1OC,-13,-6,-16,0,x,4,x,1
O=C(Nc1ccccn1)c1ccc(Cl)c(S(=O)(=O)N2CCc3ccccc32)c1,x,27,6,1,-17,x,4,-6
Nc1ccc(C(=O)O)cc1[N+](=O)[O-],-6,-2,-24,-4,5,-4,-4,2
O=C(NCc1ccccc1)C1=C[C@@H](c2ccc3c(c2)OCO3)C[C@@H](OCCCCO)O1,7&-2,4&5,11,-8&0,0,1&6,7&6,6
CC(Cc1ccccc1)C(=O)NCc1nc2ccccc2s1 (stereo unspecified),30,-3,-35,-5,x,-5,-2,-3
CCOC(=O)C(C)On1c(-c2cccc(Cl)c2)nc2ccc([N+](=O)[O-])cc21 (stereo unspecified),5,x,x,0,x,2,-2,-14
Cc1ccc(-c2noc(CN(C(=O)C(c3ccccc3)c3ccccc3)C(C)C)n2)cc1,1,10,x,-2,x,-1,-6,-15
Cc1nc(-c2ccc(Cl)cc2)sc1C1(C)CC(c2ccc(C#N)cc2)=NO1 (stereo unspecified),-1,0,1,3,-16,-2,x,13
COc1cc(NC(=S)NCCCO)c(OC)cc1Cl,-1,-4,1,x,-1,x,x,x
CCOC(=O)c1sc2nc(-c3cccnc3)ccc2c1N,-24,-163,-124,x,9,x,17,x
O=c1c2ccccc2nc(/C=C/c2c[nH]c3ccccc23)n1-c1ccc([N+](=O)[O-])cc1,-7,15,0,x,14,x,x,x
CC(C)(NS(=O)(=O)OCC(Cl)(Cl)Cl)c1ccccc1,x,-39,-6,0,2,0,x,20
# Next section.
SMILES,ARNT-TACC3 inh,PAX8 inh HTS,LGR2 antag,Cneo AK release,INS-1E GSIS act,PglD inh,PGC1a acetyl inh,Statin myotox sup
CN1C(=O)c2cc(NC(=O)Nc3ccccc3Cl)ccc2OC[C@@H]2O[C@H](CC(=O)O)CC[C@@H]21,-2,-3,2,-4,6,0,3,-3
O=C(CCn1c2c(c3ccccc31)CCCC2)NNC(=O)c1ccccc1[N+](=O)[O-],17,23,-20,x,-21,x,x,x
O=S(=O)(Nc1ccc(N2CCOCC2)cc1)c1ccccc1,10,1,x,1,x,-4,x,x
O=C(Cn1cnc2ccccc21)c1ccccc1,-3,25,5,-6,10,-2,-1,6
NC(=O)CSc1ncc(-c2ccccc2)[nH]1,2,x,-23,1,0,-1,-3,23
COC(=O)c1ccccc1NC(=O)CSc1nnc(C(C)NC(=O)c2ccc(Cl)cc2Cl)n1C (stereo unspecified),-4,x,x,0,x,7,-20,2
CCOc1ccc2[nH]c(=O)c(CN(CCCO)S(=O)(=O)c3ccc(F)cc3)cc2c1,0,3,1,1,0,-9,1,5
CCCC(=O)N1CCC(CCC(=O)NC2CC2)CC1,-5,0,-9,1,-8,1,-1,20
CCN1C(=O)CC(N2CCN(c3ccc(OC)cc3)CC2)C1=O (stereo unspecified),-1,16,x,-2,x,0,x,x
CO[C@H]1CN(C)C(=O)c2cc(NC(=O)c3ccc(F)cc3)ccc2OC[C@@H](C)NC[C@H]1C,-3,9,11,-1,-1,-2,-3,-3
COC(=O)c1ccc(NC(=O)CSc2nc3cccnc3n2C)cc1,-3,17,x,-2,x,-3,6,-14
C=CCNc1nc2ccccc2nc1NS(=O)(=O)c1cccc(C)c1,0,4,-1,-2,-4,-1,1,4
Nc1ccc(C=Cc2ccc(N)cc2)cc1,x,-188,-49,1,9,2,-6,11
Cc1ccc(-c2nn[nH]n2)o1,2,x,x,-4,x,-2,x,16
Cc1cc(C)cc(NC(=O)C2CCCN(c3nc(C)cc(C)n3)C2)c1 (stereo unspecified),x,x,-5,0,2,3,10,-34
O=C(NNC(=O)c1ccccc1Br)c1ccc(Cl)c(Cl)c1,-4,x,x,x,-3,x,9,1
NNC(=O)c1nc2ccccc2s1,x,-6,-61,-1,4,0,4,-1
CCc1c(O)nc(SCC(=O)N2CCc3cc(OC)c(OC)cc3[C@@H]2C)[nH]c1=O,-11,x,-3,-1,-1,-5,2,-19

# For reference, part of the list above:
SMILES,ARNT-TACC3 inh,PAX8 inh HTS,LGR2 antag,Cneo AK release,INS-1E GSIS act,PglD inh,PGC1a acetyl inh,Statin myotox sup
CCN1C(=O)CC(N2CCN(c3ccc(OC)cc3)CC2)C1=O (stereo unspecified),-1,16,x,-2,x,0,x,x
CO[C@H]1CN(C)C(=O)c2cc(NC(=O)c3ccc(F)cc3)ccc2OC[C@@H](C)NC[C@H]1C,-3,9,11,-1,-1,-2,-3,-3
COC(=O)c1ccc(NC(=O)CSc2nc3cccnc3n2C)cc1,-3,17,x,-2,x,-3,6,-14
C=CCNc1nc2ccccc2nc1NS(=O)(=O)c1cccc(C)c1,0,4,-1,-2,-4,-1,1,4
Nc1ccc(C=Cc2ccc(N)cc2)cc1,x,-188,-49,1,9,2,-6,11
Cc1ccc(-c2nn[nH]n2)o1,2,x,x,-4,x,-2,x,16
